# BioA inh: blocks M. tuberculosis BioA enzyme activity; purified M. tuberculosis BioA enzyme, plate reader; inhibition, % at 9.99 µM; 360,000 compounds, 0.096% hits; AID 602481; in the data active = inhibition above about 40%; inconclusive = no clear call, values can overlap the other calls
# FBA Mtb inh: inhibits M. tuberculosis FBA enzyme | P9WQA3 | purified M. tuberculosis FBA, fluorescence read-out | inhibition, % at 1 µM | 360,000 compounds, 2.3% hits | AID 588726; in the data active = inhibition above about 27%;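 also: 0% = vehicle and 100% = reference inhibitor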
# Target sequence (P9WQA3 whole entry, looked up): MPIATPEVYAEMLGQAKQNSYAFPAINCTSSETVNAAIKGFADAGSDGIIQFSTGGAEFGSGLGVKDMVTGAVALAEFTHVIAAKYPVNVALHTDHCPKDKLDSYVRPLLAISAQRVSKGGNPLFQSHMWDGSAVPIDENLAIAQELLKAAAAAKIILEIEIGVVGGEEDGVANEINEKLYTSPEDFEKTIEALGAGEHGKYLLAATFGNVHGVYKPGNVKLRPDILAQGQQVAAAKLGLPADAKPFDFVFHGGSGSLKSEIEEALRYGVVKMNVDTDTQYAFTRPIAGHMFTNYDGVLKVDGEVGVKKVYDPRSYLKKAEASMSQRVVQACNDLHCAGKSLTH
# TcdB GH inh: blocks C. difficile toxin B glycohydrolase activity | P18177 | TcdB glycohydrolase enzymatic assay, plate reader | inhibition, % at 9.99 µM | 350,000 compounds, 0.24% hits | AID 652162; in the data active = inhibition above about 10%
# UGM FP inh: Mtb UDP-galactopyranose mutase inhibition; 320,000 compounds, 0.06% hits; purified UGM, fluorescence polarization probe displacement; inhibition, % at 10 µM; in the data active = inhibition above about 10%, passing the limit was not always enough; inconclusive = no clear call, values can overlap the other calls
# Target sequence (P9WIQ1 whole entry, looked up): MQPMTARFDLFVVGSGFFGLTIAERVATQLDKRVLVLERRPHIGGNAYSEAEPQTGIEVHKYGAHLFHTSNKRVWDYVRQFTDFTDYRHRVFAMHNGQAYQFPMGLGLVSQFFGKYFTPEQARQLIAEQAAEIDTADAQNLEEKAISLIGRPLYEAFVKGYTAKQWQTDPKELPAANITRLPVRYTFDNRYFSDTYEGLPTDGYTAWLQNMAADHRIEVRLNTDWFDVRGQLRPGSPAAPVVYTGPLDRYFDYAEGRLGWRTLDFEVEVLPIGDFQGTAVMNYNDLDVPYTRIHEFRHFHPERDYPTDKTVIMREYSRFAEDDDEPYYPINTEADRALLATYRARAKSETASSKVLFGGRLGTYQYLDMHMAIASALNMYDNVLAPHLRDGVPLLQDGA
# GDH-TPI inh: GDH-TPI coupled enzyme inhibition counter-screen; GDH-TPI coupled enzyme counterscreen, NADH absorbance; inhibition, % at 4.8 µM; 360,000 compounds, 1.2% hits; AID 588335; in the data active = inhibition above about 30%;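 also: 0% = DMSO wells and 100% = wells lacking the enzyme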
# Yp Topo-I inh: inhibitors of Yersinia pestis topoisomerase I; Y. pestis Topo-I cleavage product accumulation, plate reader; activity, % at 10 µM; 360,000 compounds, 0.064% hits; AID 504884; in the data active = activity above about 50%, passing the limit was not always enough; inconclusive = no clear call, values can overlap the other calls; also: inactives centre near 2
# BH1578 lux ind: inducers of Vibrio cholerae quorum light production without autoinducers; V. cholerae BH1578 lux reporter, luminescence, 6 h; activation, % at 18.7 µM; 350,000 compounds, 0.16% hits; AID 588436; in the data active = activation mostly above about 9.7%, no sharp cut-off; inconclusive = no clear call, values can overlap the other calls; inactive = mostly below about 3.7%; also: not every result past the cut was called active; inactives centre near 0; reference of the scale not given here
# FadD28 binding: M. tuberculosis FadD28 bisubstrate binding inhibition; FadD28 bisubstrate probe binding, fluorescence polarization; inhibition, % at 12.5 µM; 360,000 compounds, 0.22% hits; in the data active = inhibition above about 8.5%, passing the limit was not always enough; inconclusive = no clear call, values can overlap the other calls
# PfHsp40 rescue: rescue of PfHsp40-mediated yeast toxicity | S. cerevisiae expressing PfHsp40, growth rescue, ATP luminescence | growth rescue, % at 12.5 µM | 340,000 compounds, 0.68% hits | AID 504582; in the data active = growth rescue above about 28%, passing the limit was not always enough; inconclusive = no clear call, values can overlap the other calls;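 also: yeast W303a lacking pdr1 and pdr3 grown in galactose medium; growth measured after three days at 30 °C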
# The depositor's hits bear a star; i = inactive; ? = inconclusive; · = not tested or not shown. An unsorted share of the library; about 4.6% have a hit in one of these screens.
SMILES,BioA inh,FBA Mtb inh,TcdB GH inh,UGM FP inh,GDH-TPI inh,Yp Topo-I inh,BH1578 lux ind,FadD28 binding,PfHsp40 rescue
O=C(NNC(=O)c1ccccc1C(F)(F)F)c1csc(N2CCOCC2)n1,-1.6,5,0.8,-0.7,4,5,-0.1,-9.0,1.1
COc1ccc(CCN(C)C(=O)CNC(=O)c2ccccc2F)cc1OC,·,4,-1.3,1.2,-1,4,-0.1,-3.3,0.3
Cc1cnc(C(=O)OCC(=O)Nc2cc(S(=O)(=O)N3CCOCC3)ccc2Cl)cn1,·,1,2.0,-0.3,2,-1,·,-3.4,-1.7
COc1cc(C=C2CN(C)C(=O)C2=O)ccc1O,12,-21,21*,·,14,1,i,-1.4,·
CCC(=O)N1CCc2cc(S(=O)(=O)CCC(=O)Nc3ccc(OC)cc3)ccc21,0.6,-3,0.6,-1.9,-5,-2,-0.2,-2.1,-1.5
COc1cccc(CNC(=O)CSc2nc(=O)n(Cc3ccncc3)c3c2CCC3)c1,3.2,-2,2.0,-4.9,-1,-1,-12,-3.0,-1.0
CCOC(=O)C1(CCOc2ccccc2)CCN(Cc2ccccc2OC)CC1,1.4,3,-0.7,7.9,-9,17,-0.3,-2.5,-0.8
COc1cccc(NC(=O)c2ccccc2Oc2ccccc2)c1,-0.2,1,-10,-0.4,7,21,i,-2.9,4.0
CCCCCC1=NN2C(=O)CC(=O)N=C2S1,0.0,2,-0.1,3.2,8,0,-0.3,-2.7,-1.0
CC(CNC(=O)c1cc(COc2c(F)cccc2F)on1)c1ccccc1 (configuration not stated),-0.4,1,2.0,0.2,-6,42,i,-2.7,-0.1
Cc1c(C)n(Cc2ccccc2)c2ccc(C(=O)OCCCN(C)C)cc12,·,3,1.5,0.6,-3,-6,-0.4,-4.2,-1.7
O=C(Cc1ccccc1)c1ccc(Cl)cc1,·,2,2.4,1.6,2,7,i,-0.1,-1.3
O=[N+]([O-])c1ccc(N2CCNCC2)cc1NCc1ccco1,0.3,-1,0.1,1.0,-3,-4,-4.1,-2.0,-0.6
CC(C)(Oc1ccc(Cl)cc1)C(=O)O/N=C(\N)c1ccncc1,·,1,-1.0,3.7,3,14,-0.1,·,0.5
COc1cc(/C=C/C(=O)N2CCCc3ccccc32)cc(OC)c1OC,1.0,-1,1.3,1.6,13,9,-0.3,-4.7,-0.3
COc1ccc(NC(=O)CNC(=O)Cc2cccc3ccccc23)c(OC)c1,-0.4,-2,0.5,-0.7,-7,12,0.7,-4.5,-1.6
O=C(Cn1nc(-c2ccccc2Cl)ccc1=O)Nc1ccc(Br)cc1,·,0,1.1,0.8,0,2,-0.4,-2.2,-0.2
C/C(=N\NC(=O)C1CC1)c1cccnc1,·,-3,·,1.6,-4,-2,-0.2,-3.5,0.5
CC1CCCC(NC(=O)C2CCN(S(=O)(=O)N3CCOCC3)CC2)C1C (configuration not stated),-3.1,1,·,1.2,-3,-6,-5.6,-2.9,-0.1
O=S(=O)(O)c1nc2ccccc2n1Cc1ccc(Cl)cc1,0.3,2,·,-0.6,-4,9,-1.0,-10,-1.1
C/C(=N/NC(=O)c1ccco1)c1cccc(NC(=O)c2ccc(C)s2)c1,1.7,1,-0.2,-0.8,1,-3,-0.5,-1.0,0.3
COc1cc2cc(CN(CCN3CCCC3)C(=O)Nc3ccccc3Cl)c(=O)[nH]c2cc1OC,0.3,24,·,2.9,19,16,i,-5.0,-0.2
CCOC(=O)c1cnc2c(c(C)nn2C)c1Oc1ccc(Cl)cc1,9.8,4,·,-1.5,-6,2,-0.7,-2.8,-0.6
CCC1(C)Cc2c(sc3nc(SC)n(Cc4ccccc4)c(=O)c23)CO1 (configuration not stated),-0.7,0,0.4,0.9,-7,1,·,-5.4,-0.6
CC(NC(=S)NC1CCCCC1)C(c1ccccc1)N1CCOCC1 (configuration not stated),1.0,6,3.0,3.2,0,1,i,-2.5,-1.7
CN(C)CCN(Cc1ccccc1)C(=O)[C@H](Cc1ccccc1)N1C(=O)c2ccccc2C1=O,-0.5,2,0.8,3.5,-8,-3,i,-3.7,0.1
Cc1ccc(-c2csc3ncn(CC(=O)O)c(=O)c23)cc1C,-0.9,2,0.1,-1.3,-3,-1,1.5,-2.1,0.3
CCC(=O)c1ccc(OC(=O)c2cccs2)cc1,·,-1,·,1.5,6,7,-0.3,1.1,2.1
CCC/C(O)=C1\C(=O)CCCC1=NCCc1c(C)[nH]c2ccc(OC)cc12,0.9,-1,-0.3,4.0,0,11,-0.4,-4.6,-0.8
COc1ccc(CNC(=O)C2=CC(c3ccc(OC)c(OC)c3)=NS(=O)(=O)N2C)cc1,-1.2,0,-0.6,3.7,12,18,-0.2,-3.5,-0.6
CCCCC(=O)N(c1ccc(C(=O)O)cc1)c1nc(-c2ccc(Cl)cc2)c(CC)s1,·,1,0.7,0.4,-5,-6,-0.3,-0.4,-0.7
CC(C)c1ccc(C2N3CC4([N+](=O)[O-])CN2CC([N+](=O)[O-])(C3)C4(C)C)cc1 (configuration not stated),·,-1,-2.3,-2.9,1,0,-0.2,-0.3,-0.6
Cc1nc(SCc2ccccc2F)c2oc3ccccc3c2n1,0.1,-2,-1.3,-1.9,-2,22,-0.2,-0.8,-0.2
CCN1CCN(C(=O)CN(Cc2ccccc2)S(C)(=O)=O)CC1,-1.1,2,·,-0.7,-4,3,-0.3,0.7,-0.4
COc1cccc(/C=N/NC(=O)C(C)n2nnc3ccccc32)c1 (configuration not stated),·,2,·,-1.6,-5,8,i,-3.1,0.3
Cc1noc(C)c1COC(=O)c1cc(=O)[nH]c2ccccc12,0.4,5,·,2.7,6,14,-0.7,-1.4,-0.1
COc1cccc(C(NC(C)=O)c2nc(-c3cccs3)cs2)c1 (configuration not stated),-0.3,-4,1.3,·,7,10,i,-3.8,·
O=c1oc2ccccc2n1CCCCCn1c(=O)oc2ccccc21,·,-1,·,0.1,15,-10,i,-1.2,-0.1
Cc1ccc2c(=O)n3c(nc2c1)C(C)NC(=O)c1cccnc1-3 (configuration not stated),-0.2,-2,1.1,·,6,8,i,-3.8,·
O=C(Nc1ccc(C(F)(F)F)cc1)C1CCN(S(=O)(=O)c2ccc(N3CCCC3=O)cc2)CC1,-0.1,3,-0.6,-1.1,-2,2,1.1,-1.3,1.2
COc1ccc(CNn2cnnc2)c(O)c1,-0.1,1,0.9,-0.8,-6,1,i,-2.0,0.1
COc1ccc(CN2C(=O)c3cccnc3C2Nc2cc(Cl)c(OC)cc2OC)cc1 (configuration not stated),-1.0,-3,·,3.7,7,-2,-8.4,-3.5,-3.0
Cc1ccc([C@@H]2CC=C(C(=O)O)[C@H](c3cccc(Cl)c3)N2S(=O)(=O)c2ccccc2C)cc1,5.0,5,-3.8,-1.9,10,11,2.0,-2.5,?
NC(=O)C1CCCN(C(=S)Nc2ccccc2)C1 (configuration not stated),-1.2,6,0.5,-3.2,-4,5,-0.2,-2.9,1.0
O=C(/C=C/c1c(Cl)cccc1Cl)N1CCOCC1,-1.3,-4,-1.1,0.0,17,4,-0.4,-0.6,0.8
N#CCCN1CCCN(CCC#N)CCN(CCC#N)CCCN(CCC#N)CC1,-1.3,5,1.4,-1.8,6,5,i,0.2,-0.5
CCOC(=O)N1CCN(c2ccc(C(=O)c3ccccc3)cc2F)CC1,2.2,-4,0.1,-0.8,21,18,·,1.6,3.6
Cc1ccc(CN2CCN(Cc3cccn3-c3ccc(Cl)cn3)CC2CCO)o1 (configuration not stated),0.2,4,·,2.0,-3,1,-0.2,-2.8,-1.2
CC(C)COc1ccc(C(=S)N2CCCC2)cc1,·,1,1.0,-2.0,15,-2,-1.0,-0.2,-1.2
COc1cc(C(CCN2CCCC2)c2c(OC)cc(OC)c3c(-c4ccccc4)cc(=O)oc23)cc(OC)c1OC (configuration not stated),-0.8,4,4.4,-1.8,11,-4,i,-2.2,0.1
Cc1cc(C)cc(NC(=O)CSc2nnc(Cc3cccn3C)n2-c2ccc(F)cc2)c1,0.7,0,1.2,-1.8,-8,20,-0.2,-1.5,2.4
CCC1(C)Cc2c(sc3nnn(CC(=O)Nc4cccc5ccccc45)c(=O)c23)CO1 (configuration not stated),-1.1,2,·,0.4,24,0,i,-5.1,0.8
COc1cc2nc(COc3ccc(C#N)cc3)n(CC#N)c(=O)c2cc1OC,-0.2,0,-0.3,-0.7,-6,-1,·,-3.6,-0.9
CCOc1ccc2nc(COC(=O)c3cccc([N+](=O)[O-])c3)c(C(C)=O)[n+]([O-])c2c1,-0.4,2,0.7,1.3,2,1,-0.6,0.0,·
Nn1c(SCC(=O)N2CCOCC2)nnc1C1CC1,-0.6,-1,0.9,2.2,2,14,-0.2,0.4,1.2
CC1CCC2C(=O)N(c3cc(Cl)ccc3OC(=O)c3ccco3)C(=O)C2C1 (configuration not stated),0.4,0,0.9,·,15,8,-0.4,-1.1,-0.2
CC1CN(C(=O)C(Sc2ccccc2)c2ccccc2)CC(C)O1 (configuration not stated),0.2,-8,·,2.3,-12,8,i,-4.7,-0.1
CC1=CC(=C(C#N)C#N)C=C(C)N1CCN1CCN(C(=O)Nc2cccc(Cl)c2)CC1,·,-4,0.6,-1.5,29,4,i,-3.8,-1.5
COc1ccc(CCNC(=O)CC2SC(=Nc3cc(C)cc(C)c3)NC2=O)cc1OC (configuration not stated),·,-2,-0.4,0.5,-7,20,i,-2.6,-0.7
Cc1cccc(Cn2c(C(=O)OC(C)C)cc3c2ccn3C)c1,-0.6,-4,·,-5.3,4,54*,19,0.0,1.1

# Shown with values under each structure: entries from further up.
# Results follow in this order: BioA inh	FBA Mtb inh	TcdB GH inh	UGM FP inh	GDH-TPI inh	Yp Topo-I inh	BH1578 lux ind	FadD28 binding	PfHsp40 rescue
Cc1cccc(Cn2c(C(=O)OC(C)C)cc3c2ccn3C)c1
    -0.6	-4	·	-5.3	4	54*	19	0.0	1.1
Cc1cc(C)cc(NC(=O)CSc2nnc(Cc3cccn3C)n2-c2ccc(F)cc2)c1
    0.7	0	1.2	-1.8	-8	20	-0.2	-1.5	2.4
COc1cc(C(CCN2CCCC2)c2c(OC)cc(OC)c3c(-c4ccccc4)cc(=O)oc23)cc(OC)c1OC (configuration not stated)
    -0.8	4	4.4	-1.8	11	-4	i	-2.2	0.1
CC1CCC2C(=O)N(c3cc(Cl)ccc3OC(=O)c3ccco3)C(=O)C2C1 (configuration not stated)
    0.4	0	0.9	·	15	8	-0.4	-1.1	-0.2

# (further entries)
SMILES,BioA inh,FBA Mtb inh,TcdB GH inh,UGM FP inh,GDH-TPI inh,Yp Topo-I inh,BH1578 lux ind,FadD28 binding,PfHsp40 rescue
Cc1ccccc1CC1(CO)CCCN(C(=O)CCCN2CCCCC2=O)C1 (configuration not stated),-1.8,29*,1.9,3.8,3,?,-0.4,-0.9,-0.6
O=C(NCc1ccc(C(F)(F)F)cc1)C1CC(c2ccc(C(F)(F)F)cc2)=NO1 (configuration not stated),-1.0,-3,0.9,2.4,12,25,-0.8,-2.9,8.9
CCOC(=O)N1CCC(N2CCN(Cc3ccc(F)c(F)c3)C(CCO)C2)CC1 (configuration not stated),·,0,-0.8,0.2,-4,-4,-0.1,-4.6,-0.1
O=c1[nH]c(=S)[nH]c(O)c1/C=N/N1CCOCC1,-1.8,1,-4.5,-2.5,24,-6,-0.6,-1.2,-0.9
O=C1/C(=C\c2ccncc2)CCc2ccccc21,3.3,4,1.0,3.5,14,1,i,-0.6,-0.1
O=C(CN1C(=O)NC2(CCCc3ccccc32)C1=O)c1ccc(F)c(F)c1 (configuration not stated),·,-3,1.4,4.8,1,1,i,0.9,0.6
Cn1c(=O)[nH]c(=O)c2c1nc(NCc1ccco1)n2Cc1ccccc1Cl,·,-2,-0.1,0.7,3,18,i,-11,-1.8
CCCCNC(=O)C1(C)CCCCN1C(=O)c1cccc(OC(F)(F)F)c1 (configuration not stated),-1.1,0,0.9,·,12,3,i,0.7,·

# Screens deposited in PubChem BioAssay by several laboratories.
